High-throughput results deposited in PubChem by several laboratories.
Granule exo inh = lytic granule exocytosis inhibition; TALL-104 LAMP-1 surface exposure, flow cytometry; cells stimulated with thapsigargin and PMA; inhibition, % at 10 µM; 360,000 tested, 0.66% active; AID 651702;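 active = inhibition above about 55%, limit read from the data; inconclusive = no clear call, values can overlap the other calls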
N-glyco inh = N-linked glycosylation inhibition; D54 ERlucT glycosylation luciferase reporter, 24 h; percent of 100 nM tunicamycin response; reporter increase, % at 12.5 µM; 360,000 tested, 0.23% active;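 active = mean luciferase reporter signal, scaled so untreated is 0 and the glycosylation-blocking control 100, at or above a set limit in every replicate; inconclusive = mean reaches the limit but not every replicate does; inactive = mean below the limit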;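 note: luciferase carries N-glycosylation sites so blocking glycosylation raises the light; 0% = median of neutral control wells and 100% = median of 100 nM tunicamycin wells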
HTR2A ag = agonists of mouse serotonin 5-HT2A receptor (HTR2A). P35363. CHO-K1 mHTR2A beta-arrestin complementation, luminescence; percent of 30 µM serotonin response. activation, % at 7.6 µM. 360,000 tested, 0.66% active. AID 624169;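 active = activation above a run cutoff, the mean activation of all tested compounds plus 3 SD, cut at about 14% in these data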;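 note: 0% = plate median of compound wells and 100% = 30 µM serotonin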
Target sequence (P35363 whole entry, looked up): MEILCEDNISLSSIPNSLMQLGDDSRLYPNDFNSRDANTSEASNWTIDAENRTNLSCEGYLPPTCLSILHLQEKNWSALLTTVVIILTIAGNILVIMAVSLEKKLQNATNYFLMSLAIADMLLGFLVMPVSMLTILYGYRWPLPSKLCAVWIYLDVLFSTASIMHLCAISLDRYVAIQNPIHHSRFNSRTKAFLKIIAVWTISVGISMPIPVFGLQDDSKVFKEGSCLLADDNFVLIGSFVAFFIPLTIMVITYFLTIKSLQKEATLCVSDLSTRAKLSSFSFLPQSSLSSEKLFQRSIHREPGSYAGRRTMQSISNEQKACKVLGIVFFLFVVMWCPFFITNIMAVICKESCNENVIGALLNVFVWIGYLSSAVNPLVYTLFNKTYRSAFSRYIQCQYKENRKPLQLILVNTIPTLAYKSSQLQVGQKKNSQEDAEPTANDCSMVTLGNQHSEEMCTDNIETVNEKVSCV
ABCB6 inh 2 = blocks the human ABCB6 transporter | K562-ABCB6 porphyrin accumulation, flow cytometry, 1 h; active compounds read low | fluorescence ratio to DMSO, % at 10 µM | 360,000 tested, 0.19% active | AID 602162;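 active = fluorescence ratio to DMSO below 75%, the collection mean minus 3 SD; inconclusive = too few cells collected in the well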;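 note: signal is porphyrin accumulated inside mitochondria; 100% equals median channel fluorescence of DMSO control wells; lower ratio means ABCB6 inhibition with less porphyrin fluorescence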
Vif inh = blocks HIV Vif function; 340,000 tested, 0.35% active; AID 602346; HEK293T cells, Vif self-association by quenched fluorescence, imaging, 24 h; inhibition, % at 7.49 µM; in the data active = inhibition above about 50%, passing the limit was not always enough; inconclusive = no clear call, values can overlap the other calls; inactive = below about 31%; note: some results filed as inactive read as strong as hits
PDI inh = PDI (human) enzyme inhibition; P07237; PDI insulin aggregation turbidity, A650, 90 min; inhibition, % at 10 µM; 350,000 tested, 0.052% active;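 active = mean inhibition across replicates of 30% or more, whatever share of single replicates reach that level; inconclusive = mean inhibition below 30% while every single replicate reaches 30%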;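 note: absorbance from insulin aggregation driven by PDI reduction with DTT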
Target sequence (P07237 whole entry, looked up): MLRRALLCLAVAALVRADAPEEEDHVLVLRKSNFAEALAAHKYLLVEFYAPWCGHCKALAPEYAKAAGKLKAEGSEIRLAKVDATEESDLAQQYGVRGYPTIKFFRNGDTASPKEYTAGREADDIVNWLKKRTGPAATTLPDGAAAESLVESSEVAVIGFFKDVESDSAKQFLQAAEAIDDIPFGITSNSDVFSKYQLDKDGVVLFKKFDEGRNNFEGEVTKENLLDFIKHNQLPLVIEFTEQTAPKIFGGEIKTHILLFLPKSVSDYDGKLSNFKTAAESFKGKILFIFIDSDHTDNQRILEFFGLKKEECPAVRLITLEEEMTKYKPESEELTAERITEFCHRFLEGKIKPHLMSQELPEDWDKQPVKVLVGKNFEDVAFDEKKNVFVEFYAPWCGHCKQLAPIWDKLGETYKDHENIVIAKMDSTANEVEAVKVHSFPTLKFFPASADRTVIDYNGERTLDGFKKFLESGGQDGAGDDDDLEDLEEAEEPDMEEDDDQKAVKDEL
H9c2 protect = protects H9c2 cardiomyocytes from peroxide injury. H2O2 injury protection, ATPLite, 2 h. protection from H2O2 cell death, % at 20 µM. 360,000 tested, 0.63% active. AID 588492;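 active = compounds giving at least 50% protection of heart cells from peroxide-induced death in the single-dose screen, raw or plate-pattern-corrected value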;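 note: 0% = DMSO wells with peroxide and 100% = DMSO wells without peroxide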
hiPSC survival = enhancers of human iPSC single-cell survival | hiPSC single-cell survival, ATPlite luminescence; 100% = ROCK inhibitor wells, 0% = DMSO | survival enhancement, % at 20 µM | 360,000 tested, 0.044% active | AID 602274; in the data active = survival enhancement above about 18%;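 note: cells exposed to compounds for 16 hours before the ATP read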
CaV13 FRET inh = Disruptors of the CACNA1D IQ motif to Ca2+-dependent inactivation inhibitor domain association, primary screening, Förster resonance energy transfer in intact living … | HEK cells, CFP/YFP FRET ICDI-IQ, plate reader, 10 min; percent FRET-ratio fall versus neutral wells | inhibition, % at 12.3 µM | 340,000 tested, 0.098% active | AID 743397;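 active = mean replicate inhibition of at least 30% and at least 1% of replicates passing that level; inconclusive = only one of the two criteria is met; inactive = neither criterion is met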;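 note: 0% = median of the neutral control wells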
aDG glyco up = alpha-DG glycosylation activation | AID 624168 | Pro5-aDG cells, alpha-DG glycosylation AlphaScreen (IIH6); 0% Pro5, 100% B10-LARGE cell signal | activation, % at 10 µM | 360,000 tested, 0.22% active;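 active = activation of at least 8% versus controls, or a plate z-score of at least 8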;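 note: Pro5 are CHO cells carrying HIG-tagged alpha-DG that lacks glycosylation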
* = called active by the depositor; ? = inconclusive; · = not tested or not shown.

Each structure is followed by: Granule exo inh	N-glyco inh	HTR2A ag	ABCB6 inh 2	Vif inh	PDI inh	H9c2 protect	hiPSC survival	CaV13 FRET inh	aDG glyco up
> CCn1c(CNC(=O)c2cccc(C)c2)nnc1SCC(=O)Nc1nnc(C)s1
  -7	4	-3	92	-7	-1	0	-0.2	-5	0.0
> COc1cc(C(=O)OCC(=O)Nc2nnc(-c3ccccc3)o2)cc(OC)c1OC
  -2	3	1	103	0	1	3	0.5	-6	-0.3
> CCOC(=O)N1CCN(C(=O)c2ccc3c(c2)sc2nc(-c4ccc(OC)cc4)cn23)CC1
  -10	-5	-1	106	?	0	18	-1.8	-6	1.0
> Cn1c(SCC(=O)N2CCCCC2)nnc1-c1ccc(S(=O)(=O)N2CCOCC2)cc1
  0	3	3	81	-3	-2	4	2.8	-5	0.0
> O=C(OCC#CCSc1nnc(-c2ccc(Br)cc2)o1)c1cccs1
  -4	1	-3	111	5	-32	-11	1.8	-5	0.0
> Cc1cccc(NC(=O)c2cccc(OC(=S)N3CCOCC3)c2)c1
  -9	0	0	101	-12	-4	-9	0.1	-4	0.3
> CC(NC(=O)C(=O)NN=C1CCCCCCCCCCC1)c1ccccc1 (centres undefined)
  0	2	-4	91	·	6	0	-0.8	-5	-0.2
> CC1(C(=O)NS(=O)(=O)c2cccc(OC(F)F)c2)CCN1C(=O)c1ccco1 (centres undefined)
  -2	1	5	102	59*	0	-1	0.7	-7	-0.1
> CCN1CCN(C(=O)c2ccc(N3CC4CC(C3)c3cccc(=O)n3C4)c([N+](=O)[O-])c2)CC1 (centres undefined)
  -2	1	-2	96	-5	-4	8	-0.2	-3	-0.2
> O=C(Nc1cc(C(F)(F)F)ccc1N1CCCCC1)C1=COCCO1
  22	-4	5	101	-9	-65	-18	0.4	-34	0.0
> O=C(CCC(=O)N1CCN(c2ccc(O)cc2)CC1)c1cccs1
  0	-2	3	99	-3	-2	-7	0.6	-3	0.0
> CCN1CNC(=S)N(c2ccccc2OC)C1
  0	1	6	104	-6	13	8	2.4	-5	0.0
> Cc1ccc(NC(=O)COC(=O)c2cccc(C)c2[N+](=O)[O-])cc1S(=O)(=O)N1CCCCC1
  0	1	-6	89	8	4	-17	0.5	-6	0.1
> Cc1cc(N(C)C)c(C#N)c(NCc2ccccc2)n1
  -6	2	-3	95	3	-10	-9	-1.3	·	-0.2
> COc1ccc(CN2CCN(Cc3ccccc3C(F)(F)F)CC2)c(OC)c1
  39	0	-12	101	-3	-3	-7	-0.7	-14	0.1
> C/C(=N/NS(=O)(=O)c1ccc(C)cc1C)c1ccc2c(c1)OCO2
  -1	·	3	99	·	11	-4	-0.3	-7	0.0
> COC(=O)c1ccc(C(=O)OC)c(NC(=O)COC(=O)c2ccc(OC)c(OC)c2OC)c1
  -2	3	4	100	12	-2	33	0.2	-15	0.1
> CC(C)CC(=O)Nc1nnc(CCc2ccccc2)s1
  -10	-2	1	101	7	2	4	-0.6	-2	0.0
> CCOc1ccc(OCC)c(NC(=O)CN2CCC(NC(=O)c3cccc(F)c3)CC2)c1
  2	-5	-2	86	-19	-2	20	0.5	-3	-0.1
> O=C(CNc1ccccc1)c1ccc([N+](=O)[O-])cc1
  -2	2	-1	107	10	0	0	-0.2	-3	0.1
> COc1ccc(CNC(=O)CN(C)CC(=O)Nc2ccccc2Br)cc1
  -4	3	4	96	10	10	2	-0.4	-4	-0.3
> CSc1nnc(NC(=O)c2nc(S(=O)(=O)Cc3cccc(C)c3)ncc2Cl)s1
  6	-4	-8	106	-9	2	-12	0.0	-6	-0.1
> O=C1/C(=C/c2ccc3c(c2)OCO3)CCC/C1=C\c1ccc2c(c1)OCO2
  1	0	-1	118	·	11	-16	-1.5	-3	0.0
> Cc1cccc(C(=O)N(Cc2ccc(C)o2)C2CCS(=O)(=O)C2)c1 (centres undefined)
  0	·	-6	100	·	-9	-3	-0.1	-7	0.3
> COc1cccc(NC(=O)CN(C)C(=O)c2cc3c(s2)CCC(C)C3)c1 (centres undefined)
  -4	0	2	100	0	2	-5	-0.2	-6	-0.1
> Clc1ccccc1CNCc1ccncc1
  -2	-1	-1	100	-3	-1	-1	0.7	-4	-0.1
> Cc1c(C(=O)Nc2cccc(-c3nnc4n3CCCCC4)c2)oc2ccccc12
  -7	-2	4	95	-11	-1	-2	-2.2	-3	-0.2
> COC(=O)[C@H]1C[C@@H]1[C@H](N)c1ccccc1
  -4	2	1	100	-3	-1	7	4.5	-4	0.0
> O=C1CCC(=O)N1CN(C(=O)c1ccco1)c1ccc(Cl)c(Cl)c1
  -1	3	6	99	·	-4	-2	-0.6	-4	1.1
> Cc1nnc(SCc2cccc(Cl)c2)n(N)c1=O
  1	0	-2	105	-3	2	15	0.7	-5	-0.1
> Nc1nc2n(n1)C(=O)CC(c1ccccc1[N+](=O)[O-])N2 (centres undefined)
  1	4	1	97	1	2	2	-0.8	-5	0.4
> O=C(c1ccncc1)N1c2ccccc2Sc2ccccc21
  -2	-2	-1	100	-10	2	-4	-1.8	6	-0.1
> Cc1cc(SCC(N)=O)nc(SCC(=O)c2ccccc2)n1
  -1	1	-2	94	1	-4	3	-0.6	-5	-0.2
> O=C(Cc1cccs1)Nc1nnc(SCc2ccc(C(F)(F)F)cc2)s1
  2	1	4	101	-3	-16	-4	1.1	-13	0.4
> CN(C)c1ccc(CNc2ncc(Br)cc2Br)cc1
  -4	-2	3	104	-9	-4	-10	-3.1	-5	-0.2
> C=CCc1c(C)nc(C)nc1N/N=C/c1ccccc1
  -3	2	-4	96	-1	4	1	-3.6	-5	0.5
> Cc1cc2c(=O)[nH]cnc2s1
  3	1	0	103	2	-2	14	-1.1	·	0.0
> O=C(c1nc2ccc(Cl)cn2c1CNCCc1cnccn1)N1CCCCCCC1
  0	-2	-2	96	10	0	2	-0.2	-6	-0.5
> O=C1CCCN1c1ncc(S(=O)(=O)c2ccc([N+](=O)[O-])cc2)s1
  6	-3	-3	93	-5	-3	-15	-0.2	-2	0.3
> O=C(Nc1nc(-c2ccccn2)cs1)c1ccco1
  3	-6	1	107	6	-1	44	-1.2	-10	1.4
> CCN(C(=O)CSc1ncccc1C(=O)OC(C)C)c1cccc(C)c1
  0	-5	1	101	-11	6	-2	-1.5	-4	0.3
> OC(CN1c2ccccc2Sc2ccccc21)Cn1nnc2ccccc21 (centres undefined)
  6	-6	4	100	-4	0	-4	0.0	-4	-0.2
> Cc1ccc(C(=O)C2CCN(C(=S)NCCCOC(C)C)CC2)cc1
  0	1	-2	95	-13	5	-6	0.5	-14	0.0
> CCOC1=C2[C@@H](CN(S(=O)(=O)c3ccc(C)cc3)[C@H]2c2ccccc2Cl)[C@H]2C(=O)NC(=O)[C@H]2C1
  -2	1	0	93	·	·	5	-0.1	-5	0.1
> CC1=[N+]([O-])C(C)(C)C(C)N(O)C1=O (centres undefined)
  6	1	6	118	8	5	1	0.0	-5	-0.1
> Cc1ccc2c3c1C(=O)C(=O)N3C(C)(C)CC2C (centres undefined)
  -5	0	10	96	-8	0	9	-0.1	-4	0.0
> CCC(CC)C(=O)NCCc1cc2cc(C)c(C)cc2[nH]c1=O
  3	0	2	101	5	7	1	1.6	-5	-0.1
> COC(Cc1n[nH]c(=S)n1-c1ccc(Cl)cc1)OC
  0	4	9	101	6	2	0	-2.4	-5	-0.1
> CC1CCC2(CC1)NC(=O)N(NC(=O)c1cc3ccccc3o1)C2=O (centres undefined)
  2	-1	9	98	-3	5	2	-0.1	-6	-0.1
> O=[N+]([O-])c1ccccc1-c1ccc(C(=S)N2CCCC2)o1
  3	4	1	109	-2	3	-18	-0.6	-2	0.5

The results go on.
Each structure is followed by: Granule exo inh	N-glyco inh	HTR2A ag	ABCB6 inh 2	Vif inh	PDI inh	H9c2 protect	hiPSC survival	CaV13 FRET inh	aDG glyco up
> COC(=O)c1ccccc1NC(=O)CN1CCC(n2nnc3cc(F)ccc32)CC1
  -4	-1	-3	98	15	0	4	2.1	-5	0.4
> CN(CC(=O)N1CCCc2c1c(=O)oc1ccc(O)cc21)Cc1ccccc1
  2	0	-10	88	0	-3	1	-0.5	-3	-0.3
> C(=C\c1ccccc1)/CN1CCN(C(c2cccs2)c2nnnn2Cc2ccccc2)CC1 (centres undefined)
  41	-7	-4	99	·	·	0	0.3	-4	-0.3
> OCC(C#CCN1CCCCC1)NCc1ccccc1 (centres undefined)
  -3	0	5	99	-3	-11	0	-1.0	-13	0.1
> O=C1/C(=C\c2ccccc2Cl)SC(=S)N1CCC(=O)N1CCCc2ccccc21
  0	3	-2	100	7	-2	-6	-0.9	-19	0.0
> COc1cc2nc(NC(=O)c3ccc(Cl)cc3)[nH]c(=O)c2cc1OC
  1	1	-2	84	-5	-2	25	0.2	1	-0.2
> COc1cccc(/C=N/NC(=O)C(=O)N/N=C/c2cccc(OC)c2O)c1O
  0	0	0	109	3	1	66*	-1.1	-3	0.7
> CCOC(=O)c1c(NC(=O)CSc2cccc[n+]2[O-])sc(C(=O)Nc2ccccc2)c1C
  2	-2	-2	108	6	11	22	0.7	-21	-0.3
> O=C(Nc1ccc(F)cc1)N1CCN(c2nc3ccccc3s2)CC1
  4	2	23*	105	-4	0	-22	0.7	-5	0.3
> COc1ccc(-c2c(C(C)=O)c(C)nc3sc4c(=N)n(N)cnc4c23)cc1
  10	0	6	99	·	19	-14	0.3	-5	-0.1
> O=C(NC(=S)Nc1ccc(S(=O)(=O)Nc2nccs2)cc1)c1ccc(F)c(F)c1
  13	3	-7	111	5	-28	-7	-1.1	-3	0.1
> CC(C)C[C@H]1CNC(=S)N1C[C@H]1CCCN1C[C@H](Cc1ccc(O)cc1)N1C[C@H](Cc2ccc(O)cc2)N(CC2CCCCCC2)C1=S
  47	-9	1	95	24	·	-13	-2.4	-6	1.3
> COc1ccc(OCCCC(=O)NCCc2nc3ccccc3[nH]2)cc1
  -3	0	-4	96	-10	7	7	-1.9	-4	-0.4
> Cc1c(C)c2ccc(OCC(=O)NC(Cc3ccc(Cl)cc3)C(=O)O)cc2oc1=O (centres undefined)
  4	1	-1	?	2	·	1	-3.1	·	0.2
> CN(C)c1ccc(C=C(C#N)C(=O)c2ccccc2)cc1Br
  -8	4	0	99	-1	·	2	0.3	-5	0.0
> COc1ccc(C(CNC(=O)c2cccc(S(=O)(=O)Nc3ccc(C)cc3)c2)N2CCCCC2)cc1 (centres undefined)
  7	-4	-14	103	0	7	-2	1.7	-3	0.4
> COc1ccc(S(=O)(=O)Nc2ccc3c(c2)C(=O)N([C@H](C)CO)C[C@H](C)[C@@H](CN(C)C(=O)NC(C)C)O3)cc1
  -7	2	8	93	7	-13	8	1.2	-4	0.1
> CC1(C)NC(=O)N(CCOCCSc2ccccc2)C1=O
  0	-1	0	97	·	14	0	-2.0	-6	-0.2
> NS(=O)(=O)c1ccc(NC(=O)C2Cc3ccccc3CN2C(=O)c2ccco2)cc1 (centres undefined)
  12	2	-4	99	29	1	3	-0.2	-4	-0.1
